Kir21 inh: inhibitors of mouse Kir2.1 inward-rectifier potassium channel; B-score at 10 µM; hit rate 0.85% among 310,000; P35561; AID 1672; HEK293-Kir2.1, FluxOR thallium flux fluorescence; stronger effect = lower value;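 active = fluorescence ratio B-score at or below minus 3 SD of library scores, with starting-brightness B-score within 2 SD, cut at about -4.2 in these data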;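 also: channel flux triggered by added potassium and thallium sulfate stimulus; B-score of peak minus minimum fluorescence over baseline after thallium stimulus; more negative B-score means stronger Kir2.1 block with less thallium influx; some compounds called inactive have numbers as strong as hits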
KCNQ2 block: KCNQ2 channel blockers in CHO-K1 cells – cell-based, FluxOR thallium flux, B-score, primary screen (AID 2156). O88943. 20 min; stronger effect = lower value. B-score at 10 µM. hit rate 1.1% among 310,000;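 active = fluorescence ratio B-score at most minus 3 library SDs, with starting brightness B-score within 2 library SDs, cut at about -5.5 in these data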
Target sequence (O88943 whole entry, looked up): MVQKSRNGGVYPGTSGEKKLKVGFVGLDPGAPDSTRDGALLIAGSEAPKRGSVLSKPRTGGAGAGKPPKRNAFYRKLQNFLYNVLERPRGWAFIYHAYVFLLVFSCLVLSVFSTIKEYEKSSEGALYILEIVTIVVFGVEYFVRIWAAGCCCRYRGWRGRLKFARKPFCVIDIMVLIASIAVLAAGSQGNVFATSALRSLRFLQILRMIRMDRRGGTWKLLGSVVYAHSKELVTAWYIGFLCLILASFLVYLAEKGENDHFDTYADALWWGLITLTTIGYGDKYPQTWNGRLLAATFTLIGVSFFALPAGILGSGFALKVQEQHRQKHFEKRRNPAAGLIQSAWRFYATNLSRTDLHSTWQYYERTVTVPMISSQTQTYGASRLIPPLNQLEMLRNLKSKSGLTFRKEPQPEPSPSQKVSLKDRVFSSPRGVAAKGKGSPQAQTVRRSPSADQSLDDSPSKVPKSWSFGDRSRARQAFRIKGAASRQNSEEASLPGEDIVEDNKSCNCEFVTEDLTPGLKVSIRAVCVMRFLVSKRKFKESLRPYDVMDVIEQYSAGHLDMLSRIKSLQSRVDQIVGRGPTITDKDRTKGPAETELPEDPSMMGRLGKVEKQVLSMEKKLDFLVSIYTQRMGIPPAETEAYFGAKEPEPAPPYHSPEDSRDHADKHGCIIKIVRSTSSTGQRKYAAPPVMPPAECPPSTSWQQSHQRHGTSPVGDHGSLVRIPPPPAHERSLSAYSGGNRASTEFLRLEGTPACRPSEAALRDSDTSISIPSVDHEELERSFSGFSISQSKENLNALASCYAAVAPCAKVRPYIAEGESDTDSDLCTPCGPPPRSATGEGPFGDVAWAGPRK
Numbers without * were called inactive. An unsorted share of the library; any-hit rate near 1.8%.

What do the screens show for `O=C(c1cc2ccccc2cc1O)N1CCCC1`?
Kir21 inh: -0.62; KCNQ2 block: inactive

How did CCCCn1nnnc1NCc1ccc(C)s1 do in these assays?
Kir21 inh: -1.27; KCNQ2 block: inactive

How did O=c1cc(CO)occ1OCc1cccc(C(F)(F)F)c1 do in these assays?
Kir21 inh: -1.09; KCNQ2 block: inactive

What do the screens show for `CN1C(=O)Cc2cc(S(=O)(=O)NCc3c(F)cccc3Cl)ccc21`?
Kir21 inh: 0.26; KCNQ2 block: inactive

Results for c1cncc(CSc2ccc(-c3ccc4c(c3)OCO4)nn2)c1 ?
Kir21 inh: -1.68; KCNQ2 block: inactive

Results for CC(C)Nc1c([N+](=O)[O-])c(=O)oc2ccccc12 ?
Kir21 inh: 1.17; KCNQ2 block: inactive

Results for COc1ccc(C(=O)c2ccc(N3CCOCC3)cc2)c(OC)c1 ?
Kir21 inh: 0.04; KCNQ2 block: inactive

Results for CC(C)CN(C(=O)COC(=O)CCC(=O)c1ccc(Cl)cc1)c1c(N)n(Cc2ccccc2)c(=O)[nH]c1=O ?
Kir21 inh: -0.81; KCNQ2 block: inactive

Results for CCc1c(C)nc2ncnn2c1Nc1ccc(C(C)=O)cc1 ?
Kir21 inh: 0.08; KCNQ2 block: inactive

How did COC(=O)c1cc(C#N)c(Oc2ccc(OC)cc2)nc1C do in these assays?
Kir21 inh: -0.92; KCNQ2 block: inactive

What do the screens show for `CC(C)c1ccc(S(=O)(=O)N2CCN(C(=O)C3CCCCC3)CC2)cc1`?
Kir21 inh: 0; KCNQ2 block: inactive

What do the screens show for `O=C(CCn1c(=S)oc2ccccc21)Nc1cccc(O)c1`?
Kir21 inh: -3.41; KCNQ2 block: inactive

What do the screens show for `CCOC(=O)C1=C(N)c2ccccc2CC1C(C)C` (stereo not given)?
Kir21 inh: -1.14; KCNQ2 block: inactive

What do the screens show for `COc1cc(/C=N/NC(=O)Cc2csc(C)n2)ccc1OCC(C)C`?
Kir21 inh: -0.12; KCNQ2 block: inactive

Results for CSCCC(Nc1ccc(S(=O)(=O)N2CCOCC2)cc1[N+](=O)[O-])C(=O)OCC(=O)NCC(C)C (stereo not given) ?
Kir21 inh: -0.17; KCNQ2 block: inactive

A stretch from the list above, for reference:
What do the screens show for `O=C(CCn1c(=S)oc2ccccc21)Nc1cccc(O)c1`?
Kir21 inh: -3.41; KCNQ2 block: inactive

What do the screens show for `CCOC(=O)C1=C(N)c2ccccc2CC1C(C)C` (stereo not given)?
Kir21 inh: -1.14; KCNQ2 block: inactive

What do the screens show for `COc1cc(/C=N/NC(=O)Cc2csc(C)n2)ccc1OCC(C)C`?
Kir21 inh: -0.12; KCNQ2 block: inactive

Results for CSCCC(Nc1ccc(S(=O)(=O)N2CCOCC2)cc1[N+](=O)[O-])C(=O)OCC(=O)NCC(C)C (stereo not given) ?
Kir21 inh: -0.17; KCNQ2 block: inactive

New compounds follow:
What do the screens show for `CS(=O)(=O)C1=NSC2=NC(=O)/C(=C\c3cccn3-c3ccc(Cl)cc3)C(=N)N21`?
Kir21 inh: -1.15; KCNQ2 block: inactive

How did COCCN(C(=O)CSc1nnc(-c2cccc(F)c2)n1N)c1c(N)n(Cc2ccccc2)c(=O)[nH]c1=O do in these assays?
Kir21 inh: -0.22; KCNQ2 block: inactive

How did Cc1c(NC(=O)COC(=O)/C=C/c2ccc(Cl)cc2)c(=O)n(-c2ccccc2)n1C do in these assays?
Kir21 inh: -0.04; KCNQ2 block: inactive

Results for COc1cccc(C(=O)NCCS(=O)(=O)NCCCc2ccccc2)c1 ?
Kir21 inh: -3.21; KCNQ2 block: inactive

What do the screens show for `O=C(Nc1ccc2c(c1)OCO2)C1CCCN1C(=O)NCc1ccccc1` (stereo not given)?
Kir21 inh: -0.53; KCNQ2 block: inactive

Results for COc1ccccc1NS(=O)(=O)c1cccc(C(=O)NN=C2CCCC2)c1 ?
Kir21 inh: -0.02; KCNQ2 block: inactive

How did O=C(c1ccc(-c2cc3ccccc3oc2=O)cc1)N1CCN(c2ccc(Cl)cc2[N+](=O)[O-])CC1 do in these assays?
Kir21 inh: -1.3; KCNQ2 block: inactive

Results for N#Cc1ccccc1Cn1c(-c2cscn2)nc2ccccc21 ?
Kir21 inh: -0.63; KCNQ2 block: inactive

What do the screens show for `CCOCCCNS(=O)(=O)c1ccc2c(c1)CCN2C(=O)CC`?
Kir21 inh: -1.86; KCNQ2 block: inactive

How did Fc1ccc(-c2noc(C3CCN(Cc4cccnc4)CC3)n2)cc1 do in these assays?
Kir21 inh: -0.91; KCNQ2 block: inactive

What do the screens show for `O=C(NC1CCCCC1)c1cc([N+](=O)[O-])[nH]n1`?
Kir21 inh: 0.04; KCNQ2 block: inactive

How did COc1ccc(Br)cc1S(=O)(=O)Nc1ccc(Cl)cn1 do in these assays?
Kir21 inh: -0.51; KCNQ2 block: inactive

What do the screens show for `Cc1ccc(NC(=O)CSc2nnc(CSc3nc(C)cc(C)n3)n2Cc2ccco2)c(C)c1`?
Kir21 inh: -0.14; KCNQ2 block: -6.65*

Results for Nc1cccc2c1C(=O)N(C(=O)/C=C/c1cccc(Br)c1)C2=O ?
Kir21 inh: -2.3; KCNQ2 block: inactive

What do the screens show for `COCCn1c(SCc2cccc(F)c2)nc2cc(C(=O)OC)ccc2c1=O`?
Kir21 inh: -1.18; KCNQ2 block: inactive

Results for C/C(CC(=O)Nc1ccccn1)=N\NC(=O)c1ccc([N+](=O)[O-])cc1Cl ?
Kir21 inh: -0.18; KCNQ2 block: inactive

What do the screens show for `CC(Oc1ccc(Cl)cc1Cl)C(=O)NCCN1CCOCC1` (stereo not given)?
Kir21 inh: 0.57; KCNQ2 block: inactive

Results for O=C(c1ccco1)N1CCN(c2ccc(S(=O)(=O)N3CCCC3)cc2)CC1 ?
Kir21 inh: -0.38; KCNQ2 block: inactive

What do the screens show for `c1ccc(-c2nc(N3CCCCCC3)c3ccccc3n2)nc1`?
Kir21 inh: -0.07; KCNQ2 block: inactive

Results for O=C(CSc1c2c(nc3cc(Cl)ccc13)CCCC2)NCCCN1CCOCC1 ?
Kir21 inh: -1.67; KCNQ2 block: inactive

What do the screens show for `CC(C(=O)NCCc1ccc(Cl)cc1)n1c(=O)c2cccn2c2cccnc21` (stereo not given)?
Kir21 inh: 1.32; KCNQ2 block: inactive

Results for CCOC(=O)c1cc(-c2ccccc2)sc1NC(=O)CN1C(=O)NC(CC)(c2ccccc2)C1=O (stereo not given) ?
Kir21 inh: -1.33; KCNQ2 block: inactive

What do the screens show for `COc1ccc(-c2n[nH]c(=S)n2-c2ccc3c(c2)OCCO3)cc1OC`?
Kir21 inh: 0.82; KCNQ2 block: inactive

What do the screens show for `CCOc1ccc(C(=O)OCC(=O)NC2CCCC2)cc1OCC`?
Kir21 inh: 1.54; KCNQ2 block: inactive

How did CC(C)(C)c1cc(Cc2ccccc2)[nH]n1 do in these assays?
Kir21 inh: -1.54; KCNQ2 block: inactive

Results for C/C(CC(=O)Nc1ccccc1C(F)(F)F)=N\NC(=O)c1cnccn1 ?
Kir21 inh: -1.07; KCNQ2 block: inactive

How did CC(=O)Nc1ccccc1NS(=O)(=O)c1ccc(Cl)cc1 do in these assays?
Kir21 inh: -1.84; KCNQ2 block: inactive

How did O=C(Nc1cc(C(F)(F)F)ccc1Cl)c1ccncc1 do in these assays?
Kir21 inh: -1.33; KCNQ2 block: inactive

How did CC1CCN(c2c([N+](=O)[O-])nn(-c3ccc4c(c3)OCCO4)[n+]2[O-])CC1 do in these assays?
Kir21 inh: -0.67; KCNQ2 block: -5.58*

How did O=C(CCCN1C(=O)/C(=C\c2cccs2)SC1=S)NNC(=O)c1ccncc1 do in these assays?
Kir21 inh: 0.32; KCNQ2 block: inactive

Pulled one by one from the entries so far:
Results for C/C(CC(=O)Nc1ccccn1)=N\NC(=O)c1ccc([N+](=O)[O-])cc1Cl ?
Kir21 inh: -0.18; KCNQ2 block: inactive

Results for O=C(CSc1c2c(nc3cc(Cl)ccc13)CCCC2)NCCCN1CCOCC1 ?
Kir21 inh: -1.67; KCNQ2 block: inactive

(continued)
What do the screens show for `CCN(CC(=O)NC(C)C)C(=O)c1ccc(Cl)cc1`?
Kir21 inh: -0.2; KCNQ2 block: inactive

What do the screens show for `Cc1ccc([N+](=O)[O-])cc1/C=N/Nc1nnnn1-c1ccccc1`?
Kir21 inh: -0.08; KCNQ2 block: inactive

How did CSc1ccc(C(=S)N2CCN(Cc3ccccc3)CC2)cc1 do in these assays?
Kir21 inh: 0.14; KCNQ2 block: inactive

What do the screens show for `CN1CCOc2cc(S(=O)(=O)Nc3ccc(F)cc3)ccc21`?
Kir21 inh: -0.56; KCNQ2 block: inactive

Results for Fc1ccc(Nc2ncnc3ccccc23)cc1 ?
Kir21 inh: 0.1; KCNQ2 block: inactive

Results for O=C1C=C(NCc2ccc(Cl)cc2Cl)C2(CCCCC2)O1 ?
Kir21 inh: 0.64; KCNQ2 block: inactive

Results for CCCN(CC(=O)Nc1ccccc1C)C(=O)c1ccc(N2CCCC2)c([N+](=O)[O-])c1 ?
Kir21 inh: -0.25; KCNQ2 block: inactive

How did Cc1cc(=O)oc2c(C)c(OC(C)C(=O)NC(Cc3c[nH]c4ccc(O)cc34)C(=O)O)ccc12 (stereo not given) do in these assays?
Kir21 inh: 0.44; KCNQ2 block: inactive

How did CCc1ccc(N2C(=O)c3cc(N4CCOCC4)c([N+](=O)[O-])cc3C2=O)cc1 do in these assays?
Kir21 inh: -0.58; KCNQ2 block: inactive

What do the screens show for `CCC(C)[C@H](NC(=O)Nc1ccc(S(N)(=O)=O)cc1)C(=O)OC` (stereo not given in full)?
Kir21 inh: 0.85; KCNQ2 block: inactive

Results for COC(=O)c1ccc(C2N=C(c3cccs3)CC(c3ccccc3O)N2)cc1 (stereo not given) ?
Kir21 inh: -0.22; KCNQ2 block: inactive

What do the screens show for `Cc1ccc(SCC(=O)OC(C)C(=O)NC2(C#N)CCCCC2)cc1` (stereo not given)?
Kir21 inh: -1.08; KCNQ2 block: inactive

What do the screens show for `Cc1c(NC(=O)Nc2ccccc2)cccc1[N+](=O)[O-]`?
Kir21 inh: 2.63; KCNQ2 block: inactive

How did Cc1cccc(C)c1NC(=O)CNCC(=O)N(C)C do in these assays?
Kir21 inh: 0.85; KCNQ2 block: inactive

What do the screens show for `O=C(Nc1ccc(O)cc1)c1ccc2c(c1)C(=O)N(Cc1ccco1)C2=O`?
Kir21 inh: -0.2; KCNQ2 block: inactive

How did CC(C)(C)N(Cc1ccccc1)C(=O)CSc1ncn[nH]1 do in these assays?
Kir21 inh: -0.09; KCNQ2 block: inactive

What do the screens show for `Cc1cc(NCCCN2CCOCC2)n2ncc(-c3ccccc3)c2n1`?
Kir21 inh: 0.45; KCNQ2 block: inactive

What do the screens show for `COc1cc(/C=C2/NC(=O)N(Cc3ccccc3F)C2=O)ccc1Oc1ccc([N+](=O)[O-])cn1`?
Kir21 inh: 0.14; KCNQ2 block: inactive

How did CC(=O)N(c1ccc2oc(=O)sc2c1)S(=O)(=O)c1cccc2cccnc12 do in these assays?
Kir21 inh: -1.21; KCNQ2 block: inactive

Results for COc1cccc(C(=O)NCC(=O)OCc2ccc(F)cc2Cl)c1 ?
Kir21 inh: 1.43; KCNQ2 block: inactive

How did CC(C)(C)NC(=O)NC(=O)COC(=O)CCC1CCCC1 do in these assays?
Kir21 inh: 0.73; KCNQ2 block: inactive

How did CC(C(=O)NCC1CCCO1)N(C(=O)c1snc(C(N)=O)c1N)c1cccc(F)c1 (stereo not given) do in these assays?
Kir21 inh: 0.83; KCNQ2 block: inactive

Results for COc1ccc(C(=O)N2CCN(c3ccc(NC(=O)c4ccco4)cc3)CC2)cc1 ?
Kir21 inh: 0; KCNQ2 block: inactive

What do the screens show for `COc1ccc(Nc2nc(Nc3ccc(OC)cc3OC)nc(N3CCN(C)CC3)n2)c(OC)c1`?
Kir21 inh: -1.42; KCNQ2 block: inactive

What do the screens show for `Cc1ccc(NC(=S)N2CCC(c3ccccc3)C2)c(Cl)c1` (stereo not given)?
Kir21 inh: -2.8; KCNQ2 block: inactive

How did CCNC(=O)CC1C(=O)N(c2ccc(OC)cc2)C(=S)N1CCc1ccncc1 (stereo not given) do in these assays?
Kir21 inh: 0.75; KCNQ2 block: inactive

How did CCC(=O)N(CCO)Cc1cc2ccc(C)c(C)c2[nH]c1=O do in these assays?
Kir21 inh: 0.29; KCNQ2 block: inactive

Results for O=C(CSc1ncn[nH]1)N1CCN(S(=O)(=O)c2ccc(Cl)cc2)CC1 ?
Kir21 inh: -1.07; KCNQ2 block: inactive

Results for Cn1c(SCC(=O)N2CCCc3ccccc32)nc2cccnc21 ?
Kir21 inh: -0.98; KCNQ2 block: inactive

What do the screens show for `Cc1ccc(C(=O)OCn2ncc(Cl)c(Cl)c2=O)cc1`?
Kir21 inh: -1.7; KCNQ2 block: inactive

Results for COCCNc1nc2nonc2nc1NC(C)c1ccccc1Cl (stereo not given) ?
Kir21 inh: 2.45; KCNQ2 block: inactive

Results for C=C(C)CNC(=O)C1CCC(=O)N(CCCc2ccccc2)C1 (stereo not given) ?
Kir21 inh: -0.05; KCNQ2 block: inactive

What do the screens show for `O=C(NCC1c2ccccc2CCN1C(=O)CN1CCOCC1)C1CCCCC1` (stereo not given)?
Kir21 inh: -0.32; KCNQ2 block: inactive

What do the screens show for `O=C(CCc1nnc(CCCCc2ccccc2)o1)N1CCN(CCO)CC1`?
Kir21 inh: -0.29; KCNQ2 block: inactive

What do the screens show for `Cc1ccsc1C(=O)N/N=C/c1ccc([N+](=O)[O-])cc1`?
Kir21 inh: 0.02; KCNQ2 block: inactive

Molecules above that contain a tert-butyl group, in the order listed:
How did CC(C)(C)c1cc(Cc2ccccc2)[nH]n1 do in these assays?
Kir21 inh: -1.54; KCNQ2 block: inactive

How did CC(C)(C)N(Cc1ccccc1)C(=O)CSc1ncn[nH]1 do in these assays?
Kir21 inh: -0.09; KCNQ2 block: inactive

How did CC(C)(C)NC(=O)NC(=O)COC(=O)CCC1CCCC1 do in these assays?
Kir21 inh: 0.73; KCNQ2 block: inactive

From PubChem
